INS promoter inh – inhibitors of insulin promoter-driven GFP, primary screen, imaging, TRM-6 cells (human fetal islet line), eGFP reporter, cell count; reporter expression induced with tamoxifen; hit rate 0.9% among 130,000; inhibition, % at 2 µM;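 active means inhibition above the mean plus 3 SD, with well images judged a real hit on visual review, cut at about 60% in these data, passing the limit was not always enough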
sdo1 growth – growth rescue of sdo1-depleted yeast, primary screen, S. cerevisiae, bone marrow failure model. z-score at 10 µM. hit rate 0.21% among 140,000. AID 817, 2007. S. cerevisiae sdo1-depleted JHY4D growth rescue, OD600 30 h; active compounds read high; pdr5 snq2 efflux-pump mutant strain;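 active means z-score above 3 at both the 24 hr and the 30 hr optical density reads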;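 further: z-score against mean and SD of all compound wells on the same plate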
sdo1 growth Rescue 24 h – further read-out of sdo1 growth, marked with its call; z-score; S. cerevisiae sdo1-depleted JHY4D growth rescue, OD600; measured here: growth rescue at 24 h;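 0 is the plate mean of compound wells and units are plate SD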
Starred values were filed as active, the others as inactive; . = not tested or not shown. An excerpt; the hit share may differ from the screen's.

SMILES	INS promoter inh	sdo1 growth	sdo1 growth Rescue 24 h
COc1ccc(NC(=O)CN(C)S(=O)(=O)c2ccc(C)cc2)c([N+](=O)[O-])c1	.	-0.69	-0.9
COc1cccc(NC(=O)CN2CCC(C)CC2)c1	.	-0.34	-1.4
Cc1ccc(C(=O)NN2C(=O)c3ccc(S(=O)(=O)c4ccc(C(=O)O)cc4)cc3C2=O)cc1	58	.	.
Cc1cc(C)c(C#N)c(SCC(=O)C(C)(C)C)n1	24	-0.46	-0.91
Cc1ccc(C(=O)NCCNS(C)(=O)=O)cc1	-21	.	.
CN(C)c1ccc(C(=O)Nc2nnc(-c3ccc(Cl)cc3)o2)cc1	.	-2.7	-1.2
CCOC(=O)c1sc(C)c2c1NC(c1ccc(N(C)C)cc1)NC2=O (configuration not stated)	26	-1.3	-1.2
CCCCn1ccnc1C(=O)c1cccc(S(=O)(=O)N2c3ccccc3CC2C)c1 (configuration not stated)	.	0.5	1.1
Cc1ccc(OCC(=O)NC(=S)Nc2ccc3c4c(cccc24)CC3)cc1	11	0.23	1.5
CC(=O)N1CCN(c2cc(N3CCc4ccccc4C3)c(F)cc2[N+](=O)[O-])CC1	-75	-1.1	-0.81
CCOC(=O)N1CCN(c2c(NC3CCN(Cc4ccccc4)CC3)c(=O)c2=O)CC1	.	0.41	0.39
COC(=O)c1c(O)ccc(Oc2ccccc2)c1C(=O)OC	.	1	1.5
Cc1noc(/C=C/N(C)C)c1S(=O)(=O)N1CCCC(C(=O)NC2CCCCC2C)C1 (configuration not stated)	.	0.2	-0.21
Cc1nc2ccccc2c(=O)n1/N=C1\C(=O)N(C)c2ccccc21	10	.	.
CCOC(=O)c1[nH]c2ccc(OCC)cc2c1NC(=O)CN1CCN(c2ccccc2)CC1	.	-0.72	0.06
O=C(NC(NC(=S)Nc1c(Cl)cccc1Cl)C(Cl)(Cl)Cl)OCc1ccccc1 (configuration not stated)	41	-1.9	-1.5
CCc1ccc(NC(=O)Cn2nc(C(F)(F)F)c3c2CCC3)cc1	14	-1	-0.03
Cc1ccc(NC(=O)/C=C/C(=O)O)c([N+](=O)[O-])c1	24	2	1.4
CCCCN(CC)S(=O)(=O)c1ccc(C(=O)N=c2sc3cc(NC(C)=O)ccc3n2C)cc1	.	-1.6	-0.61
O=C1N(c2ccc(Cl)c(Cl)c2)CN(Cc2ccccc2)CN1n1cnnc1	-21	-0.62	-0.62
Cc1ccc(C2CC(=O)Nc3sc(C(N)=O)c(N)c32)cc1 (configuration not stated)	25	0.43	0.06
COc1cccc(N2CCN(C3CC(=O)N(c4ccc(C)c(Cl)c4)C3=O)CC2)c1 (configuration not stated)	-7	-0.89	-0.6
Cc1ccc(N(C(=O)Cn2nnc3ccccc32)C(C(=O)NCc2ccccc2)c2ccccn2)cc1 (configuration not stated)	-46	-0.63	-1.2
CC(NC(=O)CC(c1ccccc1)c1cc(Cl)ccc1O)c1ccccc1 (configuration not stated)	-11	-0.48	-0.38
O=C(Cc1cccs1)N/N=C/C=C/c1ccccc1	8	-0.19	-0.33
COc1ccc(N2CCN(S(=O)(=O)c3cccc4nsnc34)CC2)cc1	-23	-0.5	-1.3
CCOC(=O)C(=O)Nc1nnc(C2CCCCC2)s1	41	-1.6	-1.7
COc1ccc(C(=O)CSc2nnc(-c3cnccn3)n2Cc2ccco2)cc1	.	-0.53	-0.26
N#CC1=C(N)SC(N)=C(C#N)C1C1C=CCCC1 (configuration not stated)	20	1.1	-0.11
COc1ccc(NS(=O)(=O)c2ccc(NC(=S)NC(=O)CC(C)C)cc2)cc1	3	-1.2	-0.28
Cc1sc(NC(=O)c2ccc(OCC(C)C)cc2)c(C(N)=O)c1-c1ccc(Cl)cc1Cl	.	-0.58	-0.52
O=C1c2ccccc2CCC12N=NCC2c1ccccc1 (configuration not stated)	-36	-0.78	-0.55
CCOC(=O)Cn1nc(C)n(-c2ccc(C(C)C)cc2)c1=O	-57	1.6	1.8
O=c1cc(CN2CCC(Cc3ccccc3)CC2)nc2sccn12	-60	.	.
COc1ccc2[nH]c(=O)c(CN(CC3CCCO3)C(=O)Nc3ccccc3OC)cc2c1 (configuration not stated)	.	0.34	0.21
CCN1c2ccccc2NC2C1C(C(C)=O)C(=O)N2c1ccc(Cl)cc1 (configuration not stated)	-133	-1.4	-0.75

Filtered by structure, the entries above containing a COOH group.
SMILES	INS promoter inh	sdo1 growth	sdo1 growth Rescue 24 h
Cc1ccc(C(=O)NN2C(=O)c3ccc(S(=O)(=O)c4ccc(C(=O)O)cc4)cc3C2=O)cc1	58	.	.
Cc1ccc(NC(=O)/C=C/C(=O)O)c([N+](=O)[O-])c1	24	2	1.4

(more compounds)
SMILES	INS promoter inh	sdo1 growth	sdo1 growth Rescue 24 h
Cc1cc2nc(-c3ccc(SCc4ccc(C#N)cc4)nc3)[nH]c2cc1C	.	-0.94	-0.04
O=c1cnnc(Nc2cccc(F)c2)[nH]1	9	.	.
Cc1ccc(SC/C(O)=C(\C#N)c2nc3ccccc3n2C)cc1	.	-0.1	2.8
CC(=O)N=c1n(C)c2ccccc2n1CCOc1ccccc1	-83	-0.08	-0.66
CCc1ccc(Sc2cc(C(=O)NCCN3CCOCC3)c3ccccc3n2)cc1	17	-0.81	-1.4
CCCn1nc(C(=O)OCn2nnc3ccccc3c2=O)c2ccccc2c1=O	-10	-0.46	-0.91
Cc1ccc(Cn2nnnc2CN2CCC(NC(=O)c3ccccc3F)CC2)cc1	-31	0.52	0.69
Cc1ccccc1C(=O)OCn1nnc2ccccc2c1=O	-29	-1.1	-0.99
O=[N+]([O-])c1ccc(NCc2ccccc2)nc1	38	-0.23	-1.1
N/C(=N\OC(=O)C1CCCCC1)c1ccccn1	0	2.3	0.78
CC(C)CN(CCNC(=O)CN1C(=O)CSc2ccc(S(=O)(=O)N3CCOCC3)cc21)CC(C)C	36	.	.
O=C(Nc1cccc2ccccc12)c1ccc([N+](=O)[O-])s1	-31	-2.2	-1.9

Some of these compounds in order of the sdo1 growth value, smallest number first:
SMILES	INS promoter inh	sdo1 growth	sdo1 growth Rescue 24 h
CCc1ccc(Sc2cc(C(=O)NCCN3CCOCC3)c3ccccc3n2)cc1	17	-0.81	-1.4
CC(=O)N=c1n(C)c2ccccc2n1CCOc1ccccc1	-83	-0.08	-0.66
N/C(=N\OC(=O)C1CCCCC1)c1ccccn1	0	2.3	0.78

The listing continues:
SMILES	INS promoter inh	sdo1 growth	sdo1 growth Rescue 24 h
COC(=O)c1ccc(OC(=O)c2ccccn2)cc1	-25	1.1	1.4
Cc1ccn2c(C(=O)N/N=C\c3ccc4c(c3)OCO4)c(C)nc2c1	27	-0.59	-1.6
CC1=C(C(=O)NCc2ccccc2)C(c2cc(Br)cc(Br)c2OC(C)C)NC(=O)N1 (configuration not stated)	-10	-0.16	-0.72
O=[N+]([O-])c1ccc(-c2csc(N3CCc4ccccc4C3)n2)cc1	-58	0.05	1.1
CC(C)(C)C(=O)OCc1cn(-c2ccc(Cl)cc2)nn1	3	-2.1	-1.4
CCn1nnnc1SCC(=O)Nc1nc(-c2cccs2)cs1	-28	-0.48	-0.18
CCOc1ccc(NC(=O)CSc2nnc(Cn3cnc([N+](=O)[O-])n3)n2C)cc1	13	0.82	1.1
COc1ccccc1/C=C/C(=O)OCC(=O)NCc1ccco1	-13	0.86	1.3
CC(C)n1nc(C(=O)OCC(=O)N(C)C2CCS(=O)(=O)C2)c2ccccc2c1=O (configuration not stated)	.	0.95	0.99
CCOC(=O)N1CCN(C(=O)CN2C(=O)COc3ccc(C)cc32)CC1	-16	1.1	0.89
CCCC(=NCC(=O)O)C1=C(O)C(C(=O)OC)C(C)(C)CC1=O (configuration not stated)	.	1.1	1.1
CN=C(C)C1=C(O)C(C(=O)OC)C(C)(C)CC1=O (configuration not stated)	45	1.2	0.63
CO/N=C/C(C#N)=C/c1cc(C(=O)c2ccc(F)cc2)cn1C	-14	.	.
Cc1ccc(C)c(NC(=S)N2CCCCC2CO)c1 (configuration not stated)	0	.	.
Cc1cc(C(=O)OCC(=O)Nc2ccc(S(=O)(=O)N3CCOCC3)cc2)c(C)o1	3	0.02	-0.07
C#CCn1cc(/C=N/Nc2nc3ccccc3[nH]2)c2ccccc21	-47	-1.6	-0.92
CCOC(=O)c1cc(C(=O)c2cc(Br)ccc2O)coc1=N	43	.	.
S=C(c1ccccc1)N1CCN(C(=S)c2ccccc2)CC1	11	0.36	-0.6
CCCN(Cc1ccccc1)C(=S)Nc1ccc(C(C)=O)cc1	-33	.	.
COc1ccc2cc(C3(C)NC(=O)NC3=O)ccc2c1 (configuration not stated)	.	-0.05	-0.64
C=CCNCC(=O)NN=C(c1ccccc1)c1ccccc1	-3	1.9	2.3
CCCCCCCCCCOC(=O)c1csc2nnsc12	14	0.28	0.09
CC1(C)Cc2c(sc3c2C2=NCCN2C=N3)CO1	46	.	.
CCOC(=O)C1CCN(Cc2oc(CO)cc(=O)c2O)CC1	-15	0.69	0.61
Cc1ccccc1Nc1nc(N)nc(CSCc2c(C)noc2C)n1	-109	0.42	-0.08
Cc1cccc(-c2n[nH]c(=S)n2C)c1	42	.	.
Cc1cccc(NC(=O)CCC(=O)N/N=C/c2ccncc2)c1	.	1.7	1.3
CC(Oc1ccc(Cl)cc1Cl)C(=O)Nc1ccc(S(=O)(=O)Nc2cnc3ccccc3n2)cc1 (configuration not stated)	35	-2.1	-1.2
Cc1cc(C)n2c(SCC(=O)N(C)C3CCS(=O)(=O)C3)nnc2n1 (configuration not stated)	12	0.94	-0.43
COc1cc(NC(=O)c2ccc(S(=O)(=O)N(C)C)cc2)cc(OC)c1OC	33	0.41	0.19
COc1ccc(Cl)cc1-c1nc(N)nc(NC2CCCCC2)n1	-15	-1.4	-1.1
O=C1NCCN1C(=O)c1ccco1	.	0.79	-0.05
CCn1c(COc2cccc(C)c2C)nnc1SCC(=O)N1CCN(c2ccc(OC)cc2)CC1	-18	-0.36	-0.16
COc1ccc(Oc2nc(C)cc(C)c2S(C)(=O)=O)cc1	.	0.18	-0.52
O=C(COC(=O)c1ccc(-c2ccc([N+](=O)[O-])cc2)o1)NC(=O)NC1CCCCC1	.	-0.94	-0.35
O=C(NCc1ccco1)C(=O)NCC1OCCN1S(=O)(=O)c1ccc(Cl)cc1 (configuration not stated)	-222	-0.35	-0.02
Cc1[nH]n(-c2ccc([N+](=O)[O-])cc2)c(=O)c1C=NCCc1ccc(S(N)(=O)=O)cc1	25	.	.
CC(=O)Nc1c(-c2ccccc2)nc2ncccn12	.	0.53	0.44
CCn1c(NC(=O)C2CCCCC2)nc2ccccc21	-12	0.08	-0.51
CCOC(=O)C(CC)(CC)C(=O)/C=C/c1ccc(Br)cc1	20	-1.7	-0.61
CC(CCc1ccccc1)NC(=O)C1CCN(C(=O)c2sccc2-n2cccc2)CC1 (configuration not stated)	.	0.6	2.3
Cc1ccc(Cl)c(OC(=O)c2nn(C(C)C)c(=O)c3ccccc23)c1	.	0.23	0.7
O=C(O)c1c[nH]c2ccc(S(=O)(=O)N3CCOCC3)cc12	.	1.3	1
CCC[C@@H]1C[C@@H](C(=O)N[C@@H](C2O[C@H](SC)[C@H](O)[C@@H](O)[C@H]2O)[C@H](C)Cl)N(C)C1 (some centres not stated)	0	.	.
O=C(CN1C2=NCCN2c2ccccc21)c1ccc(Br)s1	-33	0.42	-0.31
C#CC(=O)N(c1cccc(OC)c1)C(C(=O)NC1CCCC1)c1cccs1 (configuration not stated)	.	-1	-1.1
CC1OC(Oc2ccc3ccc(=O)oc3c2-c2c(O)ccc3cc(Oc4ccc5ccc(=O)oc5c4)c(=O)oc23)C(O)C(O)C1O (configuration not stated)	0	-0.18	-0.52
Cc1ccc(-c2noc(CSc3nnc(-c4ccncc4)n3-c3ccc(F)cc3)n2)cc1	3	-0.36	-0.44

An excerpt taken from the entries so far, for reference:
SMILES	INS promoter inh	sdo1 growth	sdo1 growth Rescue 24 h
O=C(CN1C2=NCCN2c2ccccc21)c1ccc(Br)s1	-33	0.42	-0.31
C#CC(=O)N(c1cccc(OC)c1)C(C(=O)NC1CCCC1)c1cccs1 (configuration not stated)	.	-1	-1.1
CC1OC(Oc2ccc3ccc(=O)oc3c2-c2c(O)ccc3cc(Oc4ccc5ccc(=O)oc5c4)c(=O)oc23)C(O)C(O)C1O (configuration not stated)	0	-0.18	-0.52
Cc1ccc(-c2noc(CSc3nnc(-c4ccncc4)n3-c3ccc(F)cc3)n2)cc1	3	-0.36	-0.44

(listing goes on)
SMILES	INS promoter inh	sdo1 growth	sdo1 growth Rescue 24 h
COc1ccccc1OCC(=O)N/N=C1\CCc2ccccc21	10	0.04	-0.85
O=C(Cc1ccccc1)Nc1nnc(-c2cccc([N+](=O)[O-])c2)s1	.	1.1	2.2
FC(F)(F)c1cccc(NC(=S)N2CCN(c3cccc(C(F)(F)F)c3)CC2)c1	-7	0.37	0.51
COc1ccc(-c2nc(CSCC(=O)NCc3ccc4c(c3)OCO4)c(C)o2)cc1	.	-0.91	0.9
O=C(NNC(=S)NC1CCCCC1)c1sc2ccccc2c1Cl	16	-0.49	-0.08
O=c1c(Cl)c(O)c2cccc3c4ccccc4n1c23	-22	-1.4	-1
CCc1ccc(/C=C2\CN(CC)Cc3c2nc2ccccc2c3C(=O)O)cc1	-65	0.36	-0.2
Cc1ccc(N(CC(=O)Nc2cc(C)cc(C)c2)S(=O)(=O)c2cccc3nonc23)cc1	23	-0.35	-0.09
CCn1c(=O)c(C(=O)CN(C)Cc2ccc(F)cc2)c(N)n(Cc2ccccc2)c1=O	32	.	.
CCOC(=O)C1=C(C)N=c2s/c(=C\c3ccc(OCC(=O)O)cc3)c(=O)n2C1c1ccc(OC(C)C)cc1 (configuration not stated)	-9	-0.95	-1.1
CCCc1nc2ccccc2c(=O)n1N	57	3.6*	4.6*
